p-CIP stab down – p/CIP-EGFP fusion destabilizers, primary screen, fluorescence, F442A cells; 16 h; decrease of EGFP signal, % at 10 µM; 0.01% of 290,000 active;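 active = EGFP signal decrease of at least 30% at 10 µM or well 3 SD below plate mean, unless failing retest; inactive = the rest, including hits failing retest or dose response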; also: some compounds called inactive have numbers as strong as hits; many of its hits are not listed in these tables
HCV NS3 hel inh – inhibitors of HCV NS3 helicase, primary screen, biochemical, Cy5 molecular beacon fluorescence | Hepatitis C virus NS3 helicase | NS3 helicase DNA unwinding | inhibition, % at 10.9 µM | 0.56% of 290,000 active | AID 1800, 2009;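 active = inhibition above the mean of all tested compounds plus 3 SD, set per campaign, cut at about 35% in these data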;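 also: 0% = DMSO wells and 100% = thioflavine S control wells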
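System: HCV NS3 helicase fragment; control set: DMSO and thioflavine S; technique: Cy5 fluorescence at 0 and 60 min, beacon hairpin quenching; reagent: beacon DNA duplex substrate plus ATP; replicates: singlicate; schedule: 1 h reaction at 25 °C, ATP-initiated; medium: MOPS buffer pH 6.5 with MgCl2, DTT, Tween20, BSA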
IDE cell activ – human IDE activators in live cells, primary screen, fluorescence polarization, HEK cells, FAbeta-B substrate; Insulin-degrading enzyme (Homo sapiens), P14735; FAbeta-B cleavage; 0% vehicle, 100% cell-free pure enzyme wells; activation, % at 5.96 µM; 0.073% of 340,000 active; AID 493087, 2011;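 active = activation above the mean of all tested compounds plus 3 SD, set per screening campaign, cut at about 17% in these data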
SUMO HTRF inh – inhibitors of in vitro SUMOylation cascade, primary screen, biochemical, HTRF, uHTS; SUMO-conjugating enzyme UBC9 (Homo sapiens), P63279; HTRF SUMOylation assay, SAE1/SAE2 + UBC9; inhibition, % at 35 µM; 0.36% of 290,000 active; AID 2006, 2009; in the data active = inhibition above about 50%, passing the limit was not always enough; also: strong numbers were not always called active
Target sequence (P63279 whole entry, looked up): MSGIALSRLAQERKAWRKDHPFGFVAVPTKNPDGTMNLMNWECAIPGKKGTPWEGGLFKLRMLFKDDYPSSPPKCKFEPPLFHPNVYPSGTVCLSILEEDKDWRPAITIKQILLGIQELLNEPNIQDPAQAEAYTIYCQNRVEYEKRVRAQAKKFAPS
VIM-2 inh – VIM-2 metallo-beta-lactamase inhibitors, primary screen, biochemical, epi-absorbance readout, Pseudomonas aeruginosa enzyme. purified VIM-2, nitrocefin hydrolysis, epi-absorbance fluorescence. inhibition, % at 5.6 µM. 0.89% of 290,000 active. AID 1527, 2009;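 active = inhibition above the mean of all tested compounds plus 3 SD, cutoff set per screening run, cut at about 7.5% in these data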;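 also: red hydrolysis product quenches plate fluorescence so inhibitors raise well fluorescence; 0% = enzyme with DMSO and 100% = DMSO without enzyme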
FID counter – compounds displacing fluorescent DNA intercalator, primary screen, artefact control for HCV NS3 helicase inhibitor project, biochemical, FID fluorescence | inhibition, % at 7.9 µM | AID 1845, 2009 | 0.17% of 290,000 active | DNA fluorescent intercalator displacement; in the data active = inhibition above about 37%;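 also: 0% = vehicle and 100% = reference compound; higher means more ethidium bromide displaced from hairpin DNA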
MEKK3 PB1 HTS – modulators of MEKK3-MEK5 PB1 binding, primary screen, biochemical, wildtype MEKK3, multiplex bead flow cytometry, Alexa488-MEK5 | binding response (% of control), % at 10 µM | 1.4% of 290,000 active | Mitogen-activated protein kinase kinase kinase 3 (Homo sapiens), Q99759 | bead-based flow cytometry, Alexa488-MEK5 binding to MEKK3; actives lie on both sides; 0 = blocked by unlabeled MEK5, 100 = vehicle | AID 1529, 2009;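 active = binding response more than 3 SD above or below the average of its plate-row segment, actives on both sides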;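 also: Alexa488 bead fluorescence after subtracting the streptavidin-only scavenger bead signal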
Target sequence (Q99759 whole entry, looked up): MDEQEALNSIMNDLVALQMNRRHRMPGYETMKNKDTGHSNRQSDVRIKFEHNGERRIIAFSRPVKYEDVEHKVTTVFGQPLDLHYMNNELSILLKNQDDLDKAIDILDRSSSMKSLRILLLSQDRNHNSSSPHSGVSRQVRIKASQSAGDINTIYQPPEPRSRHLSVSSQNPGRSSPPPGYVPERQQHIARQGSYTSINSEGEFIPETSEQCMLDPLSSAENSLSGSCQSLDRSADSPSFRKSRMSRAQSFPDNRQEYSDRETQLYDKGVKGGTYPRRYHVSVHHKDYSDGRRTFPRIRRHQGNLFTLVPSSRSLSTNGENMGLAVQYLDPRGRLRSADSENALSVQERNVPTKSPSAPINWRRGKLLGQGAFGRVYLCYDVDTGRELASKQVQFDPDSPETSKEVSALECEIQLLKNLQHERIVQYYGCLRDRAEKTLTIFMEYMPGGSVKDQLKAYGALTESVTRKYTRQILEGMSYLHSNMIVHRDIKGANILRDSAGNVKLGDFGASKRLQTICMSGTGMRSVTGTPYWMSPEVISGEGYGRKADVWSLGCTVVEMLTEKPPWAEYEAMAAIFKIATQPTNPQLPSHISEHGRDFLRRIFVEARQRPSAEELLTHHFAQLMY
PHOSPHO1 inh – PubChem AID 1565 | Phosphoethanolamine/phosphocholine phosphatase (Homo sapiens), Q8TCT1 | recombinant PHOSPHO1, absorbance phosphatase assay | inhibition, % at 13.3 µM | 1.1% of 290,000 active; in the data active = inhibition above about 60%
Target sequence (Q8TCT1 whole entry, looked up): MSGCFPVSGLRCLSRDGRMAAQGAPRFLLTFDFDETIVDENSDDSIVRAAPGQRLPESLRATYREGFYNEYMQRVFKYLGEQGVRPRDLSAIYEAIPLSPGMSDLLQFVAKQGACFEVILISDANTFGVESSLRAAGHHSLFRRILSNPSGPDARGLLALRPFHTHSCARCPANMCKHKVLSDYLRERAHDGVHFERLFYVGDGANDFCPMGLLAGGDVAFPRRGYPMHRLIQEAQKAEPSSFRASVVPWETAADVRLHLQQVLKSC
IMP-1 inh – IMP-1 metallo-beta-lactamase inhibitors, primary screen, biochemical, epi-absorbance readout, Pseudomonas aeruginosa enzyme; purified IMP-1, nitrocefin hydrolysis, epi-absorbance fluorescence; metallo-beta-lactamase IMP-1 (Pseudomonas aeruginosa); inhibition, % at 5.6 µM; 0.45% of 290,000 active;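 active = inhibition above the mean plus 3 SD of all compounds in the same screening run, cut at about 4.5% in these data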;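 also: 0% = IMP-1 with DMSO and 100% = DMSO wells lacking enzyme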
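Material – recombinant IMP-1 enzyme, purified · Amount – IMP-1 0.2 nM before substrate addition · Medium – HEPES buffer pH 7.1 with ZnSO4 and Brij 35 · Timing – 25 °C, 15 min preincubation, 25 min reaction · Measured by – plate fluorescence quenching by hydrolysis product, ex 480/em 530 nm · Read-out – percent enzyme inhibition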
The depositor's hits bear a star; x = not tested or not shown. The list is partial; rates above refer to the full screens.

Compound	p-CIP stab down	HCV NS3 hel inh	IDE cell activ	SUMO HTRF inh	VIM-2 inh	FID counter	MEKK3 PB1 HTS	PHOSPHO1 inh	IMP-1 inh
COCCNC(=S)N/N=C(\C)c1ccccc1OC	5.2	1.5	-1.3	1.8	-5.6	-12.8	111.0	33.2	-3.7
Cn1c(=O)[nH]c(=O)c2c1nc(N1CCOCC1)n2CC(O)COc1ccc2ccccc2c1 (stereo unspecified)	4.2	-20.5	-28.9	1.8	-2.4	-35.9	99.0	27.7	-3.0
c1nnnn1C12CC3CC(CC(C3)C1)C2	-14.9	10.1	2.8	5.2	-2.0	1.2	107.0	1.0	-4.5
O=C(NCc1ccccn1)c1ccc2c(c1)N(Cc1ccccc1)CCS2	6.2	-1.9	1.6	28.4	-1.3	-21.7	96.0	6.2	0.1
O=C(CCc1nnc(Cc2ccc3c(c2)OCO3)o1)NCCc1ccccc1Cl	-7.8	-19.4	4.2	-3.8	1.6	-23.4	105.0	40.8	0.3
CCOc1ccccc1NC(=O)Nc1cccc(C(C)=O)c1	0.2	17.5	3.4	-0.6	-0.1	-13.7	95.0	0.3	-2.3
CCCCn1c(=O)[nH]c(=O)c2c1nc(-c1ccc(CC)c([N+](=O)[O-])c1)n2C	-4.2	-4.6	x	0.0	-1.2	-4.1	99.0	20.5	-2.3
COCCOC(=O)c1c(N)n(CCCN2CCOCC2)c2nc3ccccc3nc12	-7.9	16.6	4.0	33.2	3.9	2.4	103.0	19.7	-2.7
COc1cc(/C=C2\CCn3c2nc2cc(C(=O)O)ccc2c3=O)ccc1OC(F)F	-4.3	6.8	4.8	25.5	1.5	-15.7	100.0	9.8	0.9
C=CCC(=O)N1CCCC(CO)(Cc2ccc(F)cc2F)C1 (stereo unspecified)	-2.4	7.9	2.2	3.1	-2.2	-14.0	108.0	19.3	-2.3
CCN1/C(=C2/OC(=S)N(C)C2=O)Sc2ccccc21	1.4	-7.2	-2.9	8.9	-1.8	6.7	105.0	6.0	-0.4
Cc1cc2nc(-c3ccc(=O)[nH]c3)n(Cc3ccccc3)c2cc1C	-21.7	-8.6	-1.2	24.1	-3.2	-38.1	98.0	43.7	-3.5
Cc1nc2ccc(C(=O)O)cc2c2c1CC(CN)O2 (stereo unspecified)	-1.3	-2.2	1.9	4.4	-0.6	0.9	98.0	-11.3	0.0
Cc1ccnc2nc(C(=O)N3CCN(c4ccc(F)cc4)CC3)nn12	-1.5	4.3	1.4	-2.2	-2.0	-5.4	93.0	13.0	-4.7
O=C(Nc1nc2ccccc2[nH]1)C1CC(=O)N(c2ccc3c(c2)OCCO3)C1 (stereo unspecified)	11.0	2.6	3.0	-8.2	-1.0	-22.3	100.0	38.7	-4.4
CN(C)c1ccc(C(=S)N2CCOCC2)cc1Br	7.0	-7.6	-0.5	11.8	-0.6	-3.0	100.0	100.9*	-0.4
Cc1ccc(S(=O)(=O)c2nc(C)c3c(n2)CCC3)cc1	11.9	1.7	1.9	-4.1	-4.4	-6.2	102.0	-6.9	-3.0
CSc1c(-c2ccccc2)nc2ccc(Cl)cc2c1C(=O)O	-10.5	11.9	5.3	8.7	-1.4	-7.0	110.0	41.9	-2.9
Cc1ccc(N(C)S(=O)(=O)c2ccc(-c3cc(C)no3)s2)cc1	2.4	-15.9	-1.4	-3.5	-3.9	-20.7	99.0	30.2	-2.2
Cc1cc(C)cc(NS(=O)(=O)c2ccc(NC(=O)C3CCCCC3C(=O)O)cc2)c1 (stereo unspecified)	1.0	15.8	-38.0	-6.0	-1.9	-48.3	97.0	8.7	-2.9
Cc1ccc(C)c(N2CCN(C(=O)CCS(=O)(=O)c3ccc4c(c3)oc(=O)n4C)CC2)c1	1.1	-12.6	3.8	11.4	-1.9	-46.5	107.0	49.0	-2.4
C#CCOc1c(Cl)cc(/C=C2/C(=O)ON=C2C)cc1OC	-4.1	-2.5	0.8	-7.8	2.1	-3.0	104.0	29.9	-0.9
COc1ccc(OCC(=O)N/N=C/c2cccc3cccnc23)cc1	-5.5	8.0	0.1	0.1	-2.7	-21.8	99.0	30.1	-3.2
Cc1ccc(Cl)cc1NC(=O)C1COc2ccccc2O1 (stereo unspecified)	-0.3	5.3	4.5	-0.7	0.9	-1.8	95.0	34.0	-0.9
Cc1snc2sc(C(=O)c3ccc(Br)cc3)c(N)c12	-9.1	-1.7	1.6	14.7	-1.4	3.1	99.0	86.4*	-2.4

Sorted by the number under SUMO HTRF inh (largest number first): 3 of the compounds above
smiles | SUMO HTRF inh
c1nnnn1C12CC3CC(CC(C3)C1)C2 | 5.2
COCCNC(=S)N/N=C(\C)c1ccccc1OC | 1.8
CCOc1ccccc1NC(=O)Nc1cccc(C(C)=O)c1 | -0.6

Next compounds follow:
Compound	p-CIP stab down	HCV NS3 hel inh	IDE cell activ	SUMO HTRF inh	VIM-2 inh	FID counter	MEKK3 PB1 HTS	PHOSPHO1 inh	IMP-1 inh
COC(=O)c1c[nH]c(=O)c2ccccc12	-7.1	-8.2	1.1	32.3	-5.4	8.4	99.0	11.7	-1.5
COc1ccc(NC(=O)CN2CCN(CC(=O)Nc3ccccc3F)CC2)cc1OC	-22.5	6.1	2.7	17.5	-1.8	-10.7	99.0	-1.6	-3.0
Cn1cnc(S(=O)(=O)N2CCN(c3ccc(F)cc3)CC2)c1	0.8	1.9	x	19.4	-1.9	-1.4	95.0	43.0	-0.9
O=C(NCc1ccc(-c2nc3ccccc3s2)cc1)c1ccc(Br)o1	-0.1	-9.6	-2.2	-10.8	0.6	-8.0	97.0	-9.7	1.2
Cc1nc(-c2cccc(NC(=O)COc3ccc(Cl)cc3)c2)cs1	-10.4	0.0	4.7	-11.9	-2.7	-32.0	95.0	65.8*	-3.3
O=C(/C=C/c1cccc([N+](=O)[O-])c1)OCC(=O)c1ccccc1	8.2	1.2	-1.7	-0.9	1.2	2.0	121.0	-23.2	-2.4
O=C(N/N=C/c1cc2ccccc2nc1Cl)[C@H]1C[C@@H]1c1ccccc1	2.1	-15.9	-4.0	19.9	-3.0	-9.4	168.0*	-13.8	-3.6
CCOC(=O)N1CCN(S(=O)(=O)c2ccc(OC)c(OC)c2)CC1	-3.6	2.8	5.9	9.5	-0.3	-11.5	108.0	4.9	-1.6
Cc1cc(C(=O)O)sc1C	3.9	-3.7	-4.0	11.4	-2.2	2.4	98.0	-0.6	-0.5
COc1ccc2c(-c3ccccc3)cc(N3CCOCC3)nc2c1	-0.9	-8.5	2.6	-10.0	-0.2	-2.4	107.0	-24.6	-1.1
COc1ccc(CCN(Cc2cccs2)S(=O)(=O)c2ccc(-n3cnnn3)c(OC)c2)cc1OC	-10.6	-1.7	-1.7	19.6	-3.6	-9.6	94.0	8.5	-2.8
C/C(=N\NC(=O)C1CC1)c1cccs1	-1.3	-10.2	3.9	-4.3	-3.8	-5.0	99.0	18.3	-2.4
CCn1ccnc1CNC(=O)C1CCC(=O)N(Cc2cccc(C(F)(F)F)c2)C1 (stereo unspecified)	-7.3	-2.9	3.0	7.2	-2.9	-2.0	107.0	39.5	-3.4
O=C1CC(c2ccccc2Cl)CC(O)=C1C=NCCCO (stereo unspecified)	-6.5	-1.4	1.2	-1.2	-1.1	-7.4	103.0	28.7	-5.2
Cc1ccc(OCc2cc(C(=O)N3CCC(C(O)C(C)C)CC3)no2)cc1C (stereo unspecified)	2.9	-8.9	-3.5	-5.7	-0.2	-68.3	102.0	49.6	-3.9
Cc1ccc(NS(=O)(=O)c2cc([N+](=O)[O-])ccc2NNC(=S)Nc2cccc(Cl)c2)c(C)c1	1.4	21.7	4.9	12.3	-2.7	13.0	136.0*	-76.5	-2.2
O=C(NCc1ccco1)/C(=C\c1ccccc1)NC(=O)c1ccccc1	-12.1	8.3	1.5	11.2	-2.7	-10.4	100.0	39.1	-1.1
CCOc1ccc2nc(SCC(=O)N(C)C3CCS(=O)(=O)C3)[nH]c2c1 (stereo unspecified)	-7.8	-1.9	2.2	4.8	-2.6	-4.7	101.0	99.9*	-3.5
COc1ccc2oc(=O)c(-c3nc4ccccc4o3)cc2c1	9.0	34.7	-0.1	28.0	-2.5	-10.3	95.0	-13.3	-2.2
Cc1no[n+]([O-])c1COc1ccc(/C=N/n2nnnc2N)cc1	-0.1	1.5	-0.6	11.0	1.6	-3.9	105.0	-6.2	-1.3
COc1ccc(-n2nnc3c(SCc4ccccc4)ncnc32)cc1	3.4	-2.6	2.1	-16.5	-1.8	2.6	101.0	6.2	-2.6
COc1ccc(CN2CCN(C3CCC3)CC2CCO)cc1C (stereo unspecified)	11.5	7.3	-0.4	-0.6	-1.6	-6.1	102.0	14.1	0.1
CCC(NS(=O)(=O)c1ccc(OC)cc1)C(=O)O (stereo unspecified)	-4.4	-4.3	3.3	15.6	0.2	5.4	80.0	24.6	-0.8
CCOc1ccc(-c2c(C(=O)N/N=C(\C)c3ccncc3)nnn2-c2nonc2N)cc1	5.1	5.7	-0.8	-0.6	-1.9	-15.3	95.0	38.0	-0.3
NC1=NC(c2ccc(Cl)cc2)n2c(nc3ccccc32)N1 (stereo unspecified)	-2.3	-12.2	8.2	-4.6	-4.8	6.0	89.0	9.7	-4.2
O=C(O)c1cccc(CN2C(=O)S/C(=C/c3ccccc3[N+](=O)[O-])C2=O)c1	-8.9	18.1	6.0	29.8	-0.3	-24.6	102.0	24.0	-3.2
O=c1cc(O)c2sc(Nc3cccc(C(F)(F)F)c3)nc2[nH]1	-12.9	8.8	2.1	6.4	-1.0	-2.3	104.0	-16.4	-2.2

Full records as entered above. Order of screens: p-CIP stab down, HCV NS3 hel inh, IDE cell activ, SUMO HTRF inh, VIM-2 inh, FID counter, MEKK3 PB1 HTS, PHOSPHO1 inh, IMP-1 inh
COC(=O)c1c[nH]c(=O)c2ccccc12 across the screens: -7.1, -8.2, 1.1, 32.3, -5.4, 8.4, 99.0, 11.7, -1.5
CCn1ccnc1CNC(=O)C1CCC(=O)N(Cc2cccc(C(F)(F)F)c2)C1 (stereo unspecified) across the screens: -7.3, -2.9, 3.0, 7.2, -2.9, -2.0, 107.0, 39.5, -3.4

Screening results from PubChem BioAssay.
